Source: PubChem
TexasRed fluor: counter-screen for TRb-SRC2 inhibitors: fluorescence interference | Potency, µM (top dose mostly 106 µM), for inactives: top-dose fluorescence change, negative = quenching | hit rate 0.29% among 280,000 | AID 1479 | TRb/SRC2 Texas Red total fluorescence interference; active = well fitted curve in either direction with a large enough effect; inconclusive = small, poorly fitted or top-dose-only effect; also: % is scaled to controls: 0 for no effect and ±100 for the full control effect
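Flags fluorescent or light-absorbing compounds by total fluorescence, S + 2P, at 555 nm excitation and 632 nm emission. Mixture: 20 nM Texas Red SRC2 peptide, 0.6 uM human TRb LBD, 1 uM T3, 5% DMSO; compound exposure 5 h at ambient temperature.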
TRb SRC2 PPI: TRbeta-SRC2 interaction inhibition; TRbeta-SRC2 peptide binding, fluorescence polarization; receptor liganded with 1 µM T3; Potency, µM (series often up to 106 µM), inactives show at the top dose activity change, negative = inhibition, actives largely listed as inhibitors; hit rate 0.065% among 280,000; AID 1469;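 also: plate controls were bound peptide for no effect and peptide without receptor for full effect; nearly all actives have a fitted effect of over 50% in size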
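Fluorescence polarization of 20 nM Texas Red SRC2 peptide (20-aa NR interaction domain) bound to 0.6 uM human TRb ligand-binding domain, with 1 uM T3, after 5 hr at ambient temperature; inhibition seen as decreased polarization.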
Tau FP inhib: blocks human tau fibril formation measured by polarization; P10636; K18 P301L tau heparin fibrillization, Alexa594 FP, 6 h; Potency, µM (doses to about 57.7 µM), for the others: at the highest dose activity, negative = inhibition, usual class: inhibitors; hit rate 0.39% among 280,000; also: % is scaled to controls: 0 for no effect and ±100 for the full control effect; nearly all actives have a fitted effect of over 55% in size
Target sequence (P10636 561-689 P618L limits assumed): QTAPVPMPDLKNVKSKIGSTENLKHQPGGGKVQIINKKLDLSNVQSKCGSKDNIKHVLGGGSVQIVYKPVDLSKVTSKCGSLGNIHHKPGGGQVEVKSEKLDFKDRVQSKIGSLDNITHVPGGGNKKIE
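FP of Alexa 594-tau after heparin (20 uM) induction. Substrate: human K18 P301L, 15 uM unlabeled, 0.24 uM labeled. Buffer 100 mM sodium acetate pH 7. 6 hr, 37 C.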
Tau fibril ThT: tau fibrillization inhibition (ThT binding) | P10636 | recombinant tau K18 P301L, heparin-induced fibrillization, ThT fluorescence | Potency, µM (highest dose often 57.4 µM), without a hit: at the highest dose activity, negative = inhibition, most hits filed as inhibitors | hit rate 2.1% among 270,000 | AID 1460; also: % is scaled to controls: 0 for no effect and ±100 for the full control effect; nearly all actives have a fitted effect of over 55% in size
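ThT emission at 510 nm, taken 1 hr after adding 30 uM dye, quantifies aggregates formed when 20 uM heparin acts on human tau K18 P301L for 6 hr at 37 C.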
Tau fluor cs: counter-screen for tau fibril formation inhibitors | tau K18 P301L Alexa594 fluorescence, heparin fibrillization | Potency, µM (doses to about 57.7 µM), for inactives: top-dose activity change, negative = decrease | hit rate 0.93% among 280,000 | AID 1463; also: % is scaled to controls: 0 for no effect and ±100 for the full control effect; nearly all actives have a fitted effect of over 55% in size
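Human tau K18 P301L (15 uM unlabeled, 0.24 uM Alexa 594-labeled) in 100 mM sodium acetate pH 7 with 20 uM heparin, 6 hr at 37 C. ThT 30 uM added, 1 hr ambient; Alexa 594 FP and total fluorescence read at 555/632 nm.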
RECQ1 inh: RECQ1 (human) helicase inhibition; P46063; RECQ1 DNA unwinding, red fluorescence kinetic read; Potency, µM (doses to about 57.3 µM), inactives show top-dose activity, negative = inhibition, actives largely listed as inhibitors; hit rate 0.54% among 240,000;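 also: plate controls were vehicle for no effect and no enzyme for full effect; nearly all actives have a fitted effect of over 30% in size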
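50 nM RECQ1T1 preincubated 15 min with compound in Tris pH 8.0 buffer with MgCl2, DTT, Tween-20 and 2.5 ug/ml poly(dI-dC); started with 200 nM TAMRA/BHQ-2 forked duplex and 2 mM ATP. Unwinding read as fluorescence (525/598 nm), two reads 2 h apart.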
L3MBTL1 inh: inhibitors of human L3MBTL1; hit rate 0.66% among 230,000; Q9Y468; AlphaScreen L3MBTL1–H3K9me1 peptide binding; Potency, µM (top dose mostly 57.1 µM), inactives show top-dose activity, negative = inhibition, actives largely listed as inhibitors; also: % is scaled to controls: 0 for no effect and ±100 for the full control effect; nearly all actives have a fitted effect of over 60% in size
Target sequence (Q9Y468 whole entry, looked up): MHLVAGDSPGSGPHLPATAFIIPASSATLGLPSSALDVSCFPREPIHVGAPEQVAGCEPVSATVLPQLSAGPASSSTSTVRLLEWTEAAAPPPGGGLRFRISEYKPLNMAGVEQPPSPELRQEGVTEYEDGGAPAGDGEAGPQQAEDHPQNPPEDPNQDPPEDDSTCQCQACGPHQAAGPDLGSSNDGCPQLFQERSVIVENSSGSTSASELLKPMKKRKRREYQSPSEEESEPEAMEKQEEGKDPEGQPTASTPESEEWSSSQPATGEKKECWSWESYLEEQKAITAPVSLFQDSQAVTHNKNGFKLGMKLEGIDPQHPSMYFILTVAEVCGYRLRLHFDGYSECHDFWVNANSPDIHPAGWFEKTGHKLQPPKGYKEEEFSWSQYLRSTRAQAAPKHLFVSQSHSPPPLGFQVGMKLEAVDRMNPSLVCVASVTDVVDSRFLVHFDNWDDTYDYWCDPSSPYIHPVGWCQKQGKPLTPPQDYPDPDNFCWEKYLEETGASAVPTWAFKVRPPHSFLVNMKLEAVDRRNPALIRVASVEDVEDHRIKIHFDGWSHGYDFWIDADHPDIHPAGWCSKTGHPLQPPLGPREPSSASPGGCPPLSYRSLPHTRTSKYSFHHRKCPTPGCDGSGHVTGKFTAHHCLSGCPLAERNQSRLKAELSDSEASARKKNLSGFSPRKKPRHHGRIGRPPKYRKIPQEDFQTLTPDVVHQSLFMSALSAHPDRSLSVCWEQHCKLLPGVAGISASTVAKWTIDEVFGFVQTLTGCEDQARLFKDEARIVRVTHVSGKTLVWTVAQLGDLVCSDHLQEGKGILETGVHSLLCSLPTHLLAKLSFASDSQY
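L3MBTL1 (50 nM) pre-complexed 30 min with biotinylated H3(1-15)K9me1 peptide (75 nM), then compounds added for 30 min at room temperature; AlphaScreen streptavidin donor/nickel chelate acceptor beads (10 ug/mL final) read after 30 min dark incubation.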
HTT cytoprotect: Huntington cell model cytoprotection by ATP luminescence | PC12 HTT-Q103 induced, cytoprotection, ATP luminescence, 40 h | AID 1471 | hit rate 0.14% among 230,000 | Potency, µM (titrated, usually from 56.4 µM), for inactives: cytoprotection (ATP increase), actives largely listed as activators;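 also: % of control where 0% means no effect; nearly all actives have a fitted effect of over 45% in size; toxic huntingtin expression switched on by the ecdysone agonist tebufenozide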
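Compounds added alongside 100 nM tebufenozide, which induces toxic Q103 huntingtin exon 1-GFP in stable PC12 cells; surviving cells quantified by luminescent ATP measurement. Medium: phenol red-free DMEM, 5% equine and 5% calf serum.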
The depositor's hits bear a star; & = joins results of further samples; [ ] = remark or other dose. Unless noted, calls follow the shape of the dose curve; as a rule, active = well fitted curve in the direction sought with a large enough effect; inconclusive = small, poorly fitted or top-dose-only effect, or another doubt; inactive = no such curve, though single readings can be large; an effect the other way counts as inactive or inconclusive. Potency is read from the fitted curve at half-maximal effect. The list is partial; count on the stated rates, not on these rows.

CC(C)Nc1nc(-c2ccncc2)nc(-c2ccc(Cl)cc2)c1C#N was read as TexasRed fluor -2.3%, TRb SRC2 PPI 9.9%, Tau FP inhib -2.8%, Tau fibril ThT -3.9%, Tau fluor cs -3.5%, RECQ1 inh inactive and HTT cytoprotect -31.5%[inhibitor].
`c1csc(COc2ccccc2CNC2CCCCC2)c1` gave TexasRed fluor 4.9%, TRb SRC2 PPI -0.6%, Tau FP inhib -2.6%, Tau fibril ThT -9.7%, Tau fluor cs -1.7%, RECQ1 inh -6.9%, L3MBTL1 inh inconclusive and HTT cytoprotect 3.0%[10 µM].
`CCC1CN(C(=O)N2CCC(C(=O)O)CC2)c2cc(C)ccc2O1` (configuration not stated) gave TexasRed fluor -0.3%, TRb SRC2 PPI 1.7%, Tau FP inhib -3.8%, Tau fibril ThT -2.5% and Tau fluor cs -4.3%.
`CCN(CC)CCCNC(=O)c1ccc(N2CCCCC2)c(NS(=O)(=O)c2ccc(C)cc2)c1` gave TexasRed fluor -1.1%, TRb SRC2 PPI -2.3%, Tau FP inhib 8.9%, Tau fibril ThT inconclusive, Tau fluor cs -23.5%, RECQ1 inh -10.6% and HTT cytoprotect -44.5%.
Cc1cccc(S(=O)(=O)Nc2cccc(-c3cn4ccsc4n3)c2)c1 was read as TexasRed fluor -3.1%, TRb SRC2 PPI 2.7%, Tau FP inhib -8.3%, Tau fibril ThT 5.2%, Tau fluor cs inconclusive, RECQ1 inh -8.6%, L3MBTL1 inh -0.9% and HTT cytoprotect -12.1%.
For CC(C)C(=O)NC(=S)Nc1ccccc1N1CCN(C(=O)c2ccccc2)CC1 the results were TexasRed fluor -1.3%, TRb SRC2 PPI 3.0%, Tau FP inhib 1.1%, Tau fibril ThT 2.3%, Tau fluor cs -0.2%, RECQ1 inh 1.0% and L3MBTL1 inh 7.5%.
For Cc1cc(-n2nc(C)cc2C)n2nc(C)c(-c3ccc(Cl)cc3)c2n1 the results were TexasRed fluor -0.2%, TRb SRC2 PPI -10.5%, Tau FP inhib 6.3%, Tau fibril ThT -1.5%, Tau fluor cs 0.2%, RECQ1 inh inactive and HTT cytoprotect 4.7%.
Screening CCOc1cc2nc(-c3ccc(OC)c(OC)c3)nc(NCCCN3CCOCC3)c2cc1OC returned TexasRed fluor -2.8%, TRb SRC2 PPI -12.6%, Tau FP inhib -7.8%, Tau fibril ThT 7.9%, Tau fluor cs inconclusive, RECQ1 inh 3.4% and HTT cytoprotect 12.8%.
`COc1ccc(-c2nc3ccc(C)cn3c2Nc2ccc3c(c2)OCO3)cc1` gave TexasRed fluor -0.8%, TRb SRC2 PPI -2.6%, Tau FP inhib -5.3%, Tau fibril ThT inconclusive and Tau fluor cs inconclusive.
C=CCNC(=O)COC(=O)c1nc2nccc(C)n2n1 was read as TexasRed fluor -3.0%, TRb SRC2 PPI -2.8%, Tau FP inhib -6.7%, Tau fibril ThT -9.2%, Tau fluor cs -12.9%, RECQ1 inh inactive, L3MBTL1 inh 9.6% and HTT cytoprotect 17.4%[10 µM].
C/C(=N\NC(=O)c1ccc(Cn2cc(Br)cn2)o1)c1cccc(NC(=O)C(C)C)c1 was read as TexasRed fluor -1.5%, TRb SRC2 PPI 2.2%, Tau FP inhib 0.1%, Tau fibril ThT -9.8%, Tau fluor cs -6.6%, RECQ1 inh -7.0%, L3MBTL1 inh 3.6% and HTT cytoprotect -7.8%[0.074 µM].
For Cc1ccc(CN2C(=O)N/C(=C\c3cccn3-c3cccc(C(=O)O)c3)C2=O)cc1 the results were TexasRed fluor 1.7%, TRb SRC2 PPI 3.0%, Tau FP inhib -0.2%, Tau fibril ThT 1.0%, Tau fluor cs -5.7%, RECQ1 inh -3.2%, L3MBTL1 inh 2.51µM* and HTT cytoprotect 29.0%[10 µM].
Screening CCCN1CNc2c(c(=O)[nH]c(=S)n2CCc2ccc(OC)c(OC)c2)C1 returned TexasRed fluor -0.8%, TRb SRC2 PPI -5.4%, Tau FP inhib -5.6%, Tau fibril ThT -2.1%, Tau fluor cs 4.9%, RECQ1 inh inactive, L3MBTL1 inh -1.3% and HTT cytoprotect -12.7%.
O=C(/C=C/c1ccc([N+](=O)[O-])s1)N1CCCC1 was read as TexasRed fluor 0.3%, TRb SRC2 PPI -2.4%, Tau FP inhib -14.0%, Tau fibril ThT inconclusive, Tau fluor cs -17.2%, RECQ1 inh inactive, L3MBTL1 inh inconclusive and HTT cytoprotect 30.6%[10 µM].
`Cc1cc(C)cc(N(CC(=O)N2CCc3ccccc32)S(=O)(=O)c2c(C)noc2C)c1` gave TexasRed fluor -3.1%, TRb SRC2 PPI 7.9%, Tau FP inhib 0.7%, Tau fibril ThT 0.8%, Tau fluor cs -6.8%, RECQ1 inh -1.9% and HTT cytoprotect 11.4%.
For CC1=C(C#N)C(NC(=O)C2CCCCC2)(C(F)(F)F)C(=O)N1 (configuration not stated) the results were TexasRed fluor -6.2%, TRb SRC2 PPI -0.5%, Tau FP inhib 8.0%, Tau fibril ThT 9.6%, Tau fluor cs 10.6%, RECQ1 inh -12.3%, L3MBTL1 inh 7.5% and HTT cytoprotect 8.7%.
For O=C(Nc1nc2ccccc2s1)C1c2ccccc2Oc2ccccc21 the results were TexasRed fluor -1.2%, TRb SRC2 PPI 4.1%, Tau FP inhib inconclusive, Tau fibril ThT 8.3%, Tau fluor cs inconclusive, RECQ1 inh -7.9%, L3MBTL1 inh -1.9% and HTT cytoprotect 16.2%[10 µM].
Screening Cc1cc(NC(=O)COC(=O)c2ccccc2[N+](=O)[O-])no1 returned TexasRed fluor -1.1%, TRb SRC2 PPI 3.7%, Tau FP inhib 6.8%, Tau fibril ThT 9.4%, Tau fluor cs 15.7%, RECQ1 inh -3.0%, L3MBTL1 inh -7.9% and HTT cytoprotect 11.6%[10 µM].
CC(=O)c1cccc(NC(=O)C2=CC(c3ccc(F)cc3)=NS(=O)(=O)N2C)c1 was read as TexasRed fluor -1.2%, TRb SRC2 PPI -1.7%, Tau FP inhib 2.9%, Tau fibril ThT -9.5% and Tau fluor cs 2.4%.
For Cc1ccc(-n2nnnc2SCC(=O)Nc2ncc(Cc3ccccc3Cl)s2)cc1 the results were TexasRed fluor -0.8%, TRb SRC2 PPI 0.4%, Tau FP inhib inconclusive, Tau fibril ThT 1.6%, Tau fluor cs -4.5%, RECQ1 inh -3.8%, L3MBTL1 inh 10.3% and HTT cytoprotect -1.5%[10 µM].
O=C(COc1ccc(Cl)cc1)Nc1ccccc1N1CCOCC1 was read as TexasRed fluor -3.3%, TRb SRC2 PPI -0.2%, Tau FP inhib -1.5%, Tau fibril ThT -2.2%, Tau fluor cs -7.8%, RECQ1 inh -8.2% and HTT cytoprotect -3.9%[10 µM].
O=C(CCn1cccc1)NCc1ccc2c(c1)OCO2 was read as TexasRed fluor -4.0%, TRb SRC2 PPI 5.8%, Tau FP inhib 2.8%, Tau fibril ThT -13.9%, Tau fluor cs -10.4%, RECQ1 inh -28.5%, L3MBTL1 inh -13.5% and HTT cytoprotect -21.5%.
Screening Cn1cccc1CC(=O)N/N=C\c1ccccc1 returned TexasRed fluor 1.6%, TRb SRC2 PPI -1.8%, Tau FP inhib -3.0%, Tau fibril ThT -5.7%, Tau fluor cs -4.0%, RECQ1 inh -6.4%, L3MBTL1 inh -11.7% and HTT cytoprotect -14.2%.
`CC(C)(C)c1ccc(C(=O)N2CCCC2)s1` gave TexasRed fluor 1.6%, TRb SRC2 PPI -1.0%, Tau FP inhib -1.1%, Tau fibril ThT -8.4%, Tau fluor cs -7.0%, RECQ1 inh -8.3%, L3MBTL1 inh 2.6% and HTT cytoprotect -8.4%[10 µM].
`Cc1ccc(NC(=O)Cn2c(=O)n(CC(=O)NCCc3ccccc3)c(=O)c3ccccc32)cc1` gave TexasRed fluor -1.2%, TRb SRC2 PPI 3.6%, Tau FP inhib inconclusive, Tau fibril ThT 6.7% and Tau fluor cs -9.5%.
Screening COCCn1c(SCc2cc(=O)n3ccsc3n2)nnc1-c1ccncc1 returned TexasRed fluor 0.9%, TRb SRC2 PPI -4.7%, Tau FP inhib 5.6%, Tau fibril ThT -4.3%, Tau fluor cs -7.6%, RECQ1 inh inactive and HTT cytoprotect -2.8%.
Cc1nc2c(OCc3ccccc3)cccn2c1CC#N was read as TexasRed fluor -3.1%&-0.5%, TRb SRC2 PPI -1.2%&-8.9%, Tau FP inhib 11.5%&-1.0%, Tau fibril ThT -0.4%&-21.1%, Tau fluor cs 1.7%&-22.0%, RECQ1 inh -7.0%&-9.6% and HTT cytoprotect 7.6%.
Cc1ccc(N/C=C/C(=O)c2cccs2)cc1C was read as TexasRed fluor -4.6%, TRb SRC2 PPI -1.4%, Tau FP inhib -8.7%, Tau fibril ThT inconclusive, Tau fluor cs -29.3%, RECQ1 inh inactive and L3MBTL1 inh 17.8%.
For CCN(CC)S(=O)(=O)c1ccc(N2CCOCC2)c(NC(=O)CNCCc2ccccc2)c1 the results were TexasRed fluor -1.6%, TRb SRC2 PPI 7.1%, Tau FP inhib 0.3%, Tau fibril ThT -15.1%, Tau fluor cs -22.2%, RECQ1 inh -9.6%, L3MBTL1 inh -3.9% and HTT cytoprotect 0.0%[10 µM].
`O=C(Nc1ccc(-n2nncc2-c2ccccc2)cc1)c1cccc(F)c1` gave TexasRed fluor -0.1%, TRb SRC2 PPI -5.8%, Tau FP inhib -14.9%, Tau fibril ThT 8.8% and Tau fluor cs -17.6%.
`O=C(COc1ccccc1Cl)N1CCN(c2ccc([N+](=O)[O-])c(N3CCCCC3)c2)CC1` gave TexasRed fluor -3.4%, TRb SRC2 PPI -3.3%, Tau FP inhib 1.9%, Tau fibril ThT inconclusive, Tau fluor cs -18.3%, RECQ1 inh 5.4%, L3MBTL1 inh -27.6% and HTT cytoprotect -14.7%.
